Screens from PubChem BioAssay.
core dimer inh: HCV core protein dimerization inhibition | TR-FRET GST/Flag-core106 dimerization, 1536-well | inhibition, % at 5 µM | AID 1899 | 300,000 compounds, 0.33% hits;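 active = inhibition above the mean of all tested compounds plus 3 SD, set per screening campaign, cut at about 45% in these data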
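Assay system: tagged HCV core106 pair (GST and Flag); medium: KF-containing HEPES buffer, pH 7.45, DTT, CHAPS, BSA; also added: Eu donor and XL665 acceptor anti-tag antibodies; dosing: 5 µM single dose; timing: compound-protein-antibody incubation 4 h at 22.5 °C; signal: TR-FRET 671 and 617 nm emission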
PP1 inh: blocks human PP1-alpha phosphatase, a PP5 counter-screen | P62136 | inhibition, % at 6.7 µM | 320,000 compounds, 0.9% hits | AID 2235 | purified PP1alpha, OMFP fluorescence;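 active = inhibition above the mean inhibition of all tested compounds plus 3 SD, computed separately for each screening campaign, cut at about 15% in these data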
Target sequence (P62136 whole entry, looked up): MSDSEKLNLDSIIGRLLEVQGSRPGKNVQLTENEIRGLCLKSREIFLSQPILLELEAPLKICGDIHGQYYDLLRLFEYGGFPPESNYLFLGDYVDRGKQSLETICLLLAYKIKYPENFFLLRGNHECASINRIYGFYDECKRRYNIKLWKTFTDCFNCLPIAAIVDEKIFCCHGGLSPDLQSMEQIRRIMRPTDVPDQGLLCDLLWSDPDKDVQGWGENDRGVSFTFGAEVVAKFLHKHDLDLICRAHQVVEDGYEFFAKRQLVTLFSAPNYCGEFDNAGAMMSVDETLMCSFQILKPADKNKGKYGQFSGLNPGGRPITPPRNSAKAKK
GRK2 inh: blocks RNA aptamer binding to human GRK2. P25098. bead flow cytometry, FAM-aptamer displacement from GRK2. inhibition of aptamer binding, % at 10 µM. 330,000 compounds, 0.59% hits. AID 488847;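 active = inhibition of aptamer binding above 40%, roughly 3 SD of noise, on plates passing a quality check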;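 also: median bead fluorescence of bound FAM aptamer so fluorescent compounds give negative values; no value below 0 was filed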
PP5 inh: blocks human protein phosphatase 5 activity | P53041 | purified PP5c, OMFP substrate fluorescence | inhibition, % at 6.7 µM | 320,000 compounds, 0.18% hits | AID 1987;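 active = inhibition above the campaign's mean inhibition across all tested compounds plus 3 SD, cut at about 9.5% in these data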;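 also: 0% = DMSO only and 100% = 100 µM cantharidin control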
VLA-4 inh: inhibition in a human VLA-4 binding assay | AID 2557 | VLA-4 expressing cells, ligand binding flow cytometry | inhibition, % (about 7 µM as worked out from the volumes in the protocol) | P13612 | 330,000 compounds, 0.2% hits; in the data active = inhibition above about 50%
JMJD2C inh: blocks human GASC-1 demethylase activity; Q9H3R0; GST-JMJD2C(1-420) H3K9me3 demethylation, DELFIA europium; inhibition, % at 2.35 µM; 330,000 compounds, 0.069% hits;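 active = more than half of a compound's replicate wells show inhibition beyond 50%, single wells judged on their own value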;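 also: signal counts dimethyl H3K9 product captured on neutravidin plate; 0% = median of DMSO wells and 100% = 0.3 times that DMSO median; strong numbers were not always called active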
Target sequence (Q9H3R0 1-420 limits assumed): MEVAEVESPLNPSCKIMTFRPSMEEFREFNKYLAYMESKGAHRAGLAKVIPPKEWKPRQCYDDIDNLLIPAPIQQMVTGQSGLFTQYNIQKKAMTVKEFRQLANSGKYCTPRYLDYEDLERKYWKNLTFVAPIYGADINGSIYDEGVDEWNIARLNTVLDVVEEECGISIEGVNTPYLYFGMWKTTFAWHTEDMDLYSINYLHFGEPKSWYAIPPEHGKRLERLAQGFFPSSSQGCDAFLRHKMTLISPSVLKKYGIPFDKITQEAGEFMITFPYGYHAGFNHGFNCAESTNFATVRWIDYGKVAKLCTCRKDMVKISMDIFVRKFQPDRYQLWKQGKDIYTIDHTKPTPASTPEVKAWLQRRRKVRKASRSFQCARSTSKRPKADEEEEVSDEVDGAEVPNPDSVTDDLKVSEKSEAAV
CTSL1 counter: cathepsin L1 inhibition, PFM18AAP counter-screen; recombinant F. hepatica cathepsin L1, Z-Leu-Arg-MCA fluorescence; inhibition, % at 5.96 µM; 300,000 compounds, 0.49% hits; AID 1906;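 active = inhibition above the mean of all tested compounds plus 3 SD, set per screening campaign, cut at about 17% in these data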;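 also: 0% = plate median of test compound wells and 100% = 1 µM Z-Phe-Ala-diazomethylketone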
proCasp7 act: counter-screen: procaspase-7 (human) activation | P55210 | recombinant procaspase-7, Ac-DEVD-pNA absorbance 405 nm; D23A/D198A/D206A triple mutant, cannot self-cleave; scale: DMSO 0, 5 µM enzyme 100 | activation, % at 8.5 µM | 330,000 compounds, 0.093% hits | AID 463210;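 active = percent activation above the screen-wide mean plus 3 SD, cut at about 25% in these data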
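Detection: p-Nitroaniline absorbance at 405 nm, read at 0 and 120 min; system: Uncleavable procaspase-7 mutant enzyme; evaluation: % activation from two-timepoint absorbance difference, scaled to controls; times: 1 h enzyme–compound preincubation and 2 h substrate reaction, both 25 °C; buffer or medium: Zinc-free HEPES pH 7.4 with 300 mM NaCl, 0.01% Triton X-100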
procasp3 activ: activators of human procaspase-3; P42574; recombinant procaspase-3 D3A, Ac-DEVD-pNA absorbance 405 nm; activation, % at 8.5 µM; 330,000 compounds, 0.11% hits;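 active = activation above the mean of all tested compounds plus 3 SD, cut at about 21% in these data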;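 also: 0% = DMSO alone and 100% = DMSO wells spiked with extra 5 µM PC-3 D3A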
Target sequence (P42574 whole entry D9A/D28A/D175A): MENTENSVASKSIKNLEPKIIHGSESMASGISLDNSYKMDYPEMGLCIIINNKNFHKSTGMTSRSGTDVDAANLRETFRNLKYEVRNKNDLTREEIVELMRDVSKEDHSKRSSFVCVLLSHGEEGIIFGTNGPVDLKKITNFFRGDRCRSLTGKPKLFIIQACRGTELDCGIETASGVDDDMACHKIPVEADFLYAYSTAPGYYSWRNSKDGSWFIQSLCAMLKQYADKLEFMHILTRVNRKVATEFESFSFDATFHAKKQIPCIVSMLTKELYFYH
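Compound: 8.5 µM single point, 0.8% DMSO / Material: Autoprocessing-dead procaspase-3 D3A mutant enzyme / Timing: 1 h preincubation plus 2 h reaction at 25 °C / Medium: Zinc-free HEPES/NaCl buffer with 0.01% Triton X-100 at pH 7.4 / Technique: 405 nm absorbance of p-nitroaniline, reads at 0 and 120 min / Repeats: one well per compound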
* = called active by the depositor; x = no result given.

SMILES	core dimer inh	PP1 inh	GRK2 inh	PP5 inh	VLA-4 inh	JMJD2C inh	CTSL1 counter	proCasp7 act	procasp3 activ
CCOC(=O)c1ccc(NC2c3ccccc3C(=O)N2c2ccccn2)cc1 (centres undefined)	12	3	0	1.5	35	-19	1	6	-2
CC1CCN(CC(CS(=O)(=O)c2ccc([N+](=O)[O-])cc2)N2CCC(C)CC2)CC1 (centres undefined)	-3	-1	2	-0.1	19	8	4	-6	1
Cc1ccc(C)c(CNS(=O)(=O)c2c(C(=O)N3CCCC3)c(C)n(C)c2C)c1	-4	3	5	2.4	13	-7	-6	-5	-6
CCOc1ccc(C(=O)NC(C)(C)CC)cc1	-1	3	0	-0.3	2	-3	-2	11	-1
CC(=O)N(Cc1ccco1)Cc1cc2cccc(C)c2n2nnnc12	-9	-3	0	-4.0	8	3	-3	-12	-8
O=C(O)CN1C(=O)/C(=C\c2cccc(OCc3ccc(Cl)cc3)c2)SC1=S	15	11	1	-0.1	0	5	3	-14	-4
O=C1CC(c2ccccc2)Sc2nc3ccccc3n21 (centres undefined)	2	2	2	0.6	-2	4	-1	6	-1
C=C(C)CNC(=O)CCc1nnc(C2(c3ccc(Cl)cc3)CCC2)o1	-14	-5	0	1.8	1	12	-1	8	4
CN(c1ccccc1N(C)S(=O)(=O)c1ccccc1)S(=O)(=O)c1ccccc1	-5	-3	3	3.6	15	3	-1	4	10
CC(=O)N1CCN(CC(=O)Nc2ccccc2C(=O)NCc2ccc(C)cc2)CC1	0	2	0	-1.1	2	22	3	0	0
NNC(=O)CN1C(CN2CCOCC2)=Nc2ccc(Br)cc2C1c1ccccc1 (centres undefined)	-1	0	0	0.0	13	-5	-2	0	-6
O=C(Nn1cnnc1)c1csc2ccccc12	-1	-2	2	0.4	5	-1	-2	-2	-3
CC(C)(C)NC(=O)C1Cc2ccccc2CN1S(=O)(=O)c1ccc(F)cc1 (centres undefined)	-2	-1	0	0.7	-5	-3	-2	7	-7
CCCCn1c(N)c(N(CC(C)C)C(=O)C2CCN(S(=O)(=O)c3ccc(OCC)cc3)CC2)c(=O)[nH]c1=O	-1	0	0	0.0	-3	-9	-1	-6	1
Cc1ccc(C)c(N2CCN(c3ccc4cc(S(=O)(=O)N5CCCCC5)ccc4n3)CC2)c1	3	-3	5	-1.7	1	-3	-4	-3	-5
COc1cc(C(=O)Nc2ccc(O)cc2C(=O)O)ccc1OC(C)=O	1	-3	3	-0.2	8	8	-1	-4	1
CC(=O)c1ccc(OCCCC(=O)NC2=NCCS2)cc1	-2	0	39	1.0	-1	0	-1	5	3
COC(=O)[C@H](CCSC)NC(=O)NCc1ccccc1F	-4	1	0	0.4	12	4	-4	1	-2
N#CC1=C(N)NC(SCC(=O)Nc2ccccc2)=C(C#N)C12CCCC2	14	-1	3	2.0	10	-1	0	2	-10
O=C(O)c1ccc(S(=O)(=O)N2CCCCCC2)cc1	1	-3	0	3.5	14	10	-8	-5	0
O=C(CC1(O)C(=O)Nc2ccccc21)c1ccccc1 (centres undefined)	-13	-2	0	-0.6	26	1	-2	5	12
COc1ccc(NC(=O)Cn2c(=O)cnc3ccccc32)cc1S(=O)(=O)N1CCCCC1	1	-2	3	-1.1	1	-28	1	8	13
O=C(CN1CCN(c2ccccn2)CC1)Nc1ccc(OCc2ccccc2)cc1	4	0	0	3.1	10	-8	-1	12	3
NC(N)=Nc1nc(CCN2C(=O)c3ccccc3C2=O)cs1	-6	-2	0	-1.8	5	10	5	4	1
CS(=O)(=O)NN1C(=O)c2ccccc2NC1c1cccc(O)c1 (centres undefined)	-5	5	0	4.6	3	-23	-6	-6	0
Cc1ccc(C)c(C(=O)COC(=O)c2ccc(Br)o2)c1	-1	1	3	1.9	-6	0	-5	-10	3
CCOc1ccc(NC(=O)CCN2CCCCC2)cc1	-2	-3	3	-0.1	6	26	-1	7	-4
CCS(=O)(=O)N1CCC(C(=O)NCCCN2CCCC2)CC1	2	0	1	1.4	10	-6	-1	8	4
CCn1c(SCC(=O)Nc2nc(C)c(C(=O)OC)s2)nnc1C(C)C	-2	-3	4	3.3	10	x	-1	7	0
CCN(CC)C(=O)C1CCN(CC2CC=CCC2)CC1 (centres undefined)	-8	14	8	3.5	-6	-1	-2	-8	-2
CCCCCOc1ccc(N2C(=O)C(C)CNC2=S)cc1 (centres undefined)	0	-2	1	-0.2	14	0	-1	-7	5
COc1cccc(C(=O)Cn2c(NCCCO)nc3ccccc32)c1	-12	-6	3	-4.7	10	0	1	1	-6
CC(NC(=O)c1ccc(N)cc1)c1ccccc1 (centres undefined)	-1	3	6	-0.5	19	-44	-8	5	1
COc1cc(CCC(C)NCc2ccccc2)ccc1O (centres undefined)	-12	-1	4	1.4	-50	101	2	-1	-5
O=C(O)CCNC1C=CS(=O)(=O)C1 (centres undefined)	1	2	1	-3.5	-14	5	14	-13	-9
COc1cc(C(C(=O)NCC2CCCO2)N(C(=O)Cn2nnc3ccccc32)c2ccc(OC)c(OC)c2)ccc1O (centres undefined)	6	2	3	2.3	-1	0	-2	-5	0
O=S(=O)(c1cccc(F)c1)N1CCCN(c2ccc(C(F)(F)F)cn2)CC1	1	-5	0	5.6	19	10	2	0	-10
C[C@@H]1CC[C@H]2C(=O)N3[C@@H](CC[C@@H](C)[C@@H]3c3ccc(Br)cc3)C(=O)N2[C@H]1c1ccc(Br)cc1	15	4	1	-2.2	18	-1	3	-3	12
CSc1nc2c(c(=O)[nH]1)C(c1cccs1)C1=C(CCCC1=O)N2 (centres undefined)	-1	0	12	-3.3	3	1	-2	1	3
Cc1nc2nc(-c3cccs3)cn2nc1C	14	4	3	1.6	3	-6	0	-2	-1
COc1ccc(-c2ccc3c(c2)S(=O)(=O)c2cccc(C(=O)NC4CCCC4)c2C3=O)cc1OC	x	-1	0	0.0	7	-5	x	2	6
COc1ccccc1NS(=O)(=O)c1cccc(C(=O)N2CCN(C(=O)c3ccco3)CC2)c1	x	-4	1	-1.8	13	0	x	1	-10
Cc1ccccc1-c1nnc(SCCC(=O)N2CCOCC2)o1	1	-3	2	-1.0	5	-1	7	-1	-2
COc1ccc(/C=C2\SC(=S)N(CCCC(=O)N3CCN(C)CC3)C2=O)cc1	5	1	0	0.7	-1	-18	-1	-11	-20
Cc1ccc(C)n1CCN1CCN(C(=O)c2ccco2)CC1	4	-4	0	0.6	-9	-20	3	-4	-2
C=C[C@@H]1c2c(F)cccc2N(S(=O)(=O)c2ccc(C)cc2)[C@H](c2ccc(OC(C)=O)cc2)C1(C#N)C#N	x	5	0	2.6	-234	1	x	6	2
O=C1NC[C@@H](Cc2cccc3ccccc23)N(CC2CCCCC2)C1=O	17	1	0	2.0	20	5	1	3	6
C(=C\c1nc(-c2cccnc2)no1)/c1ccccc1	3	1	0	-1.7	1	-5	6	4	0
COc1cccc(CC(=O)N(CCC2=CCCCC2)c2c(N)n(Cc3ccccc3)c(=O)[nH]c2=O)c1	5	-7	0	-2.4	1	2	-1	1	1
Cc1cc(C)c2nc(NC(=O)CN3C(=O)NC4(CCCC4)C3=O)sc2c1	-6	-2	1	2.3	-4	-8	7	-6	-4
Cc1ccc(C(=O)OCC(=O)NNC(=O)c2ccccc2)c(O)c1	-3	0	6	0.6	-1	5	-14	-10	-6
CCN(CCNC(=O)C1CCN(S(=O)(=O)c2cccc3cccnc23)CC1)c1ccccc1	-2	-6	0	-0.9	34	-9	-8	7	-4
Cc1ccccc1NC(=O)C1CCN(C2=NS(=O)(=O)c3ccccc32)CC1	-1	1	0	-0.6	0	-8	-2	7	2
CN(CC1CCOCC1)C(=O)CC1C(=O)NCCN1CC1CCCCC1 (centres undefined)	-1	-2	0	1.3	1	-10	3	4	7
O=C(CSc1nc2ccccc2n1CCc1ccccc1)N1CCOCC1	-3	-1	7	-1.0	-9	4	1	6	-7
O=C(c1cccc([N+](=O)[O-])c1)N1CCCC(C(=O)N2CCCCC2)C1 (centres undefined)	3	3	3	1.1	10	-15	-1	-2	-18
COc1ccc(NC(=O)C2CCCN(c3nn4c(=O)cc(C)nc4s3)C2)cc1 (centres undefined)	-4	2	0	0.2	-10	12	-5	4	-7
S=C(NCC1CCCO1)N1CCN(c2cccc(Cl)c2)CC1 (centres undefined)	1	2	1	0.4	3	12	2	11	-1
Cc1ccc(-n2ncc3c(Nc4c(C)n(C)n(-c5ccccc5)c4=O)ncnc32)c(C)c1	-3	-4	0	-2.6	9	3	-1	4	4
COc1cc(-c2nnc(SCC(=O)O)n2-c2ccccc2)cc(OC)c1OC	-1	-2	3	0.4	-5	2	2	0	-2
Next part.
SMILES	core dimer inh	PP1 inh	GRK2 inh	PP5 inh	VLA-4 inh	JMJD2C inh	CTSL1 counter	proCasp7 act	procasp3 activ
Cc1cc(OCc2ccc(C(=O)n3cccn3)o2)ccc1Cl	-2	-1	0	3.0	0	2	8	3	1
N#C/C(=C\c1c(Cl)cccc1Cl)c1nc2ccccc2o1	-1	3	0	-0.7	-8	0	2	2	-7
Cc1cc(=O)n(C(C)(C)C)c(=O)n1Cc1ccccc1	8	3	1	2.8	8	-17	-3	-12	7
CCCC(=O)NC(Nc1ccc(S(=O)(=O)Nc2cc(C)on2)cc1)(C(=O)OCC)C(F)(F)F (centres undefined)	-7	-3	0	3.6	14	3	1	4	-1
O=C(CN1C(=O)C(=O)N(Cc2ccccc2)C1=O)Nc1cc(Cl)cc(Cl)c1	1	-2	0	-1.5	1	2	1	9	-1
CC(C)(C)NC(=O)C(OC(=O)c1cccs1)c1ccccc1 (centres undefined)	1	3	0	0.8	2	-20	-38	0	4
O=C(O)c1cccc(S(=O)(=O)Nc2ccccc2N2CCOCC2)c1	-1	-6	8	-0.6	7	11	-7	1	6
O=C1c2oc3ccccc3c(=O)c2C(c2cccnc2)N1CCCN1CCOCC1 (centres undefined)	1	-4	0	3.3	-2	-7	0	-14	-11

Looked up by structure from above (3):
SMILES	core dimer inh	PP1 inh	GRK2 inh	PP5 inh	VLA-4 inh	JMJD2C inh	CTSL1 counter	proCasp7 act	procasp3 activ
O=C(O)c1cccc(S(=O)(=O)Nc2ccccc2N2CCOCC2)c1	-1	-6	8	-0.6	7	11	-7	1	6
O=C1c2oc3ccccc3c(=O)c2C(c2cccnc2)N1CCCN1CCOCC1 (centres undefined)	1	-4	0	3.3	-2	-7	0	-14	-11
O=C(CN1C(=O)C(=O)N(Cc2ccccc2)C1=O)Nc1cc(Cl)cc(Cl)c1	1	-2	0	-1.5	1	2	1	9	-1

Of the compounds above, these contain a tert-butyl group.
SMILES	core dimer inh	PP1 inh	GRK2 inh	PP5 inh	VLA-4 inh	JMJD2C inh	CTSL1 counter	proCasp7 act	procasp3 activ
CC(C)(C)NC(=O)C1Cc2ccccc2CN1S(=O)(=O)c1ccc(F)cc1 (centres undefined)	-2	-1	0	0.7	-5	-3	-2	7	-7
Cc1cc(=O)n(C(C)(C)C)c(=O)n1Cc1ccccc1	8	3	1	2.8	8	-17	-3	-12	7
CC(C)(C)NC(=O)C(OC(=O)c1cccs1)c1ccccc1 (centres undefined)	1	3	0	0.8	2	-20	-38	0	4
